PriA SSB inh: K. pneumoniae PriA-SSBct interaction inhibition. AlphaScreen SSBct-PriA binding, biotinylated peptide. inhibition, % at 33 µM. 0.6% of 430,000 active; in the data active = inhibition mostly above about 37%, no sharp cut-off; inactive = mostly below about 20%;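 note: plate controls were negative control peptide for no effect and reference peptide for full effect; strong numbers were not always called active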
An asterisk follows results filed as active; & = joins results of further samples. Only part of the results is shown (hit frequency here may not be typical).

The first 4 compounds, to show the layout:
SMILES	PriA SSB inh
O=C(Cn1cnc(-c2ccc(F)cc2)cc1=O)N1CCN(Cc2ccccc2)CC1	-13
CC(=O)Nc1cccc(NC(=O)C(=O)NCCCN(C)C)c1	-5
COC(=O)c1ccc(/C=C2\SC(=S)N(CCCCCC(=O)Nc3nnc(C)s3)C2=O)cc1	-20
Cc1cccc2[nH]c(COc3ccc(F)cc3)nc12	-4

The whole of this part, previewed entries included:
SMILES	PriA SSB inh
O=C(Cn1cnc(-c2ccc(F)cc2)cc1=O)N1CCN(Cc2ccccc2)CC1	-13
CC(=O)Nc1cccc(NC(=O)C(=O)NCCCN(C)C)c1	-5
COC(=O)c1ccc(/C=C2\SC(=S)N(CCCCCC(=O)Nc3nnc(C)s3)C2=O)cc1	-20
Cc1cccc2[nH]c(COc3ccc(F)cc3)nc12	-4
CCOC(=O)NCC#CCOc1cccc(C(F)(F)F)c1	-76
ON=C1CCCc2ccc(Cl)cc21	-18
O=C(CSC1CCCC1)NC(c1cccnc1)C1CCOCC1 (configuration not stated)	-15
COc1cccc2cc(C(=O)Nc3ccccc3Cl)c(=NNS(=O)(=O)c3ccccc3)oc12	-2
COc1cc(C(=O)Nc2cccc(-c3ccc(N4CCCCC4)nn3)c2)cc(OC)c1OC	-24
O=C(NN=Cc1cccc(OC(=O)c2ccco2)c1)c1ccc2c(c1)OCO2	-10
CN(C)c1ccc(/C=C/c2nc3cc4c(cc3s2)OCO4)cc1	-7
CN(C)CCNC(=O)C12CC3(C)CC(C)(CC(Br)(C3)C1)C2	3
CCOC(=O)c1sc2ccccc2c1S(=O)(=O)NCc1ccc2c(c1)OCO2	-3
O=C(Cc1n[nH]c(=O)[nH]c1=O)NN=Cc1cccc(Cl)c1	-7
COC(=O)c1ccc(NC(=O)C(=O)NCCN2CCN(c3ccccc3F)CC2)cc1	-4
O=C(COc1ccc(F)cc1)Nc1nnc(-c2ccc(Br)o2)o1	-21&-7
Cc1csc2ncc(C(=O)Nc3ccc(S(=O)(=O)Nc4nccs4)cc3)c(=O)n12	3
COc1ccc(CCC(=O)NN=C(C)c2ccc3c(c2)OCO3)cc1	7
CCCc1cc(=O)n(CC(=O)N2c3ccccc3CC2C)cn1 (configuration not stated)	-11
Cc1cc(=O)[nH]c(-n2nc(C)c(CCC(=O)Nc3ccncc3)c2C)n1	0
COC(=O)c1ccc(C(=O)NCC[C@H](O)c2ccsc2)cc1	-6
CC(C)C1SC(=NN=Cc2cccs2)NC1=O (configuration not stated)	4
Cc1nnc(SCC(=O)Nc2ccc(Br)cc2)[nH]c1=O	-16
CNC(=O)CS(=O)(=O)C1CCN(C(=O)Cc2cccc3ccccc23)CC1	11
Cc1cc2ncc3c(n2n1)CCN(S(=O)(=O)c1ccccc1C(F)(F)F)C3	-12
CCn1c(SCc2cc(OC)cc(OC)c2)nnc1-c1cn(C)nc1OC	15
COc1ccc(CC(=O)Nc2c(C)nc3cc(C)ccn3c2=O)cc1	-8
O=C(NCc1ccccc1F)c1ccc2c(=O)nc3c(-c4cccc(F)c4)n[nH]n3c2c1	-5
COCCn1c(=O)[nH]c2cc(-c3nc(-c4ccc(F)cc4)no3)ccc2c1=O	-12
O=C(CCn1cnc2ccccc2c1=O)N1CCCC(Cc2nc(-c3cnccn3)no2)C1 (configuration not stated)	-9
CS(=O)(=O)N1CCCc2ccc(NC(=O)c3ccccc3Br)cc21	-5
CC(C)(O)CC[C@@H](O)C(C)(O)[C@H]1CC[C@@]2(O)C3=CC(=O)[C@@H]4C[C@@H](O)[C@@H](O)C[C@]4(C)C3CC[C@]12C (some centres not stated)	-10
CCOC(=O)c1ccc(NS(=O)(=O)N2CCOCC2)cc1	-3
NC(=NOS(=O)(=O)c1ccc2ccccc2c1)c1cccnc1	-17
Cc1ccc(NC(=O)C(=O)NC[C@@H](c2cccn2C)N2CCN(C)CC2)cc1Cl	-10
COC(=O)c1ccc(C(=O)NC(=S)N=c2sc3cc(C)cc(C)c3n2C)cc1	6
O=C(NN=Cc1cn[nH]c1-c1ccc(Cl)cc1)c1cccs1	1
CCSc1nnc(C)c2cnn(-c3ccc(C)c(C)c3)c12	8
CC[C@@](CNC(=O)Cc1cccc2ccccc12)(OC)c1ccccc1	8
CCc1cccc(C)c1N(C(=O)Cn1c(CO)nc2ccccc21)[C@@H](C)COC	-4
CC(CC(=O)Nc1ccc(Br)cc1)=NNC(=O)Cc1csc(N)n1	-3
O=C(Nc1nnc(-c2ccc(Br)s2)o1)c1ccc(S(=O)(=O)N2CCOCC2)cc1	-6
COC(CNC(=O)Cc1cccs1)c1ccco1 (configuration not stated)	11
CC(C)(C)CC(=O)Nc1ccc(-n2nnn(CC(N)=O)c2=O)cc1	-17
COC(=O)c1ccc(C(=O)OC)c(NC(=O)Cc2cc(=O)oc3cc(C)ccc23)c1	-17
Cc1nc2ccc(NS(=O)(=O)c3ccc4c(c3)OCCO4)cc2c(=O)n1-c1ccccc1	-11
O=[N+]([O-])c1ccc(COc2ccccc2C=NO)cc1	-17
COC(=O)c1ccc(NC(=O)/C=C/c2cn(CCC#N)nc2-c2ccc(F)cc2)cc1	4
O=C(c1cccc(-n2cccn2)c1)N1CCC(Cc2n[nH]c(=O)n2-c2ccccc2F)CC1	-16
FC(F)(F)c1nc2ccccc2nc1NN=Cc1ccc(Cl)cc1	5
O=C(c1ccc(NS(=O)(=O)c2cccc(Cl)c2)cc1)N1CCN(c2ccccc2)CC1	1&1
Cc1cc(NC(=O)CCc2ccccc2)n(-c2nc3c(cnn3-c3cccc(C)c3C)c(=O)[nH]2)n1	18
CS(=O)(=O)N1CC(C(=O)Nc2ccc3c(c2)Cc2ccccc2-3)C1	-1
Cc1cc(C)cc(OCCNS(=O)(=O)c2ccc3c(c2)OCCO3)c1	-1
CC(C(=O)Nc1cccnc1)n1nc(-c2ccc(F)cc2)ccc1=O (configuration not stated)	-12
CC(C)(C)CC(C)(C)NC[C@H](O)COCc1ccc(Cl)cc1	-5
Cc1cc([C@@H](O)CCNC(=O)C(=O)NCc2ccccc2Cl)c(C)o1	-4
COc1ccc2nc(N(CCCn3ccnc3)C(=O)/C=C/c3cccs3)sc2c1	53*
COc1cc2c(-c3ccccc3)c(C)oc2cc1C=NNC(N)=S	-4
C=CC12CN(C)[C@@H]3C4CO[C@@H](C[C@@H]41)[C@]1(C(=O)Nc4ccccc41)[C@@H]32 (some centres not stated)	-3

3 compounds out of the list, arranged by molecular weight, largest number first:
SMILES	PriA SSB inh
O=C(c1cccc(-n2cccn2)c1)N1CCC(Cc2n[nH]c(=O)n2-c2ccccc2F)CC1	-16
COC(=O)c1ccc(NC(=O)/C=C/c2cn(CCC#N)nc2-c2ccc(F)cc2)cc1	4
COC(CNC(=O)Cc1cccs1)c1ccco1 (configuration not stated)	11

Later entries
SMILES	PriA SSB inh
CC1=CC(=NNC(=S)NCc2ccccc2)CC1	2
COc1ccc(C)cc1S(=O)(=O)NCCn1ncccc1=O	-5
Cc1ccc(C)c(S(=O)(=O)c2c(N)n(N=Cc3ccco3)c3nc4ccccc4nc23)c1	-11
O=C(NN=Cc1cccn1-c1cccc(C(=O)O)c1)Nc1ccccc1	9
O=C(Nc1ccccc1)Nc1nc(C(=O)NCc2c(F)cccc2F)cs1	14
COc1cccc(C=NNS(=O)(=O)c2ccccc2)c1OC	-20
O=C(Cc1csc2nc(-c3ccc(F)cc3)cn12)N1CCN(c2ccc(F)cc2)CC1	11
CCC(C)NC(=O)c1ccc2c(=O)n(C)c3nnc(SCC(=O)Nc4ccc(Cl)cc4)n3c2c1 (configuration not stated)	-14
CCOC(=O)c1c(-c2ccc(C)cc2)csc1N=C(C)C1=C(O)c2ccccc2C1=O	-8
O=C(CSc1ccc(NC(=O)c2cccs2)nn1)OCc1ccccc1	-9
Cc1ccc(C)c(-n2ccn(CC(=O)c3ccc(F)cc3)c(=O)c2=O)c1	-20
O=S(=O)(c1ccccc1OC(F)(F)F)N1CCSC(c2ccccc2)CC1 (configuration not stated)	-30
O=C(CCCc1ccccc1)N1CCOC2(CCOCC2)C1	-34
Cc1ccc2cc(C=NNC(=O)CN3CCOCC3)c(Cl)nc2c1	-6
COc1cc(C(=O)NCCn2ncc3c(=O)n(Cc4cccc5ccccc45)cnc32)cc(OC)c1OC	-3
Cc1ccc(S(=O)(=O)N=C(Nc2ccc3[nH]c(=O)[nH]c3c2)c2ccc(F)cc2)cc1	2
Cc1ccc(S(=O)(=O)NCCCc2ccc(N(C)C)cc2)s1	29
CCOc1ccc(C(=O)NN=Cc2ccc(-c3ccc(S(=O)(=O)Nc4ncccn4)cc3)o2)cc1	-8
CS(=O)(=O)N1CCCc2cc(NC(=O)c3cc([N+](=O)[O-])ccc3Cl)ccc21	18
Cc1cc(C(=O)NCC(O)c2csc3ccccc23)c(C)o1 (configuration not stated)	11

A second format for 4 compounds above:
SMILES,PriA SSB inh
COc1ccc(CC(=O)Nc2c(C)nc3cc(C)ccn3c2=O)cc1,-8
O=C(NCc1ccccc1F)c1ccc2c(=O)nc3c(-c4cccc(F)c4)n[nH]n3c2c1,-5
COCCn1c(=O)[nH]c2cc(-c3nc(-c4ccc(F)cc4)no3)ccc2c1=O,-12
O=C(CCn1cnc2ccccc2c1=O)N1CCCC(Cc2nc(-c3cnccn3)no2)C1 (configuration not stated),-9

Carrying on.
SMILES	PriA SSB inh
O=C(NCCC1=CCCCC1)c1nnc(-c2ccccc2)o1	-19
O=C(CN1CC(c2nc(C3CC3)no2)C1)Nc1ccc(F)cc1F	-11
COc1cc(C=NNc2nc(C)cc(C)n2)ccc1OC(=O)c1ccco1	-19
Cc1cc(=O)[nH]c(NN=Cc2c(C)oc3ccccc23)n1	-12
O=C(CCN1C(=O)c2cccc3cccc(c23)C1=O)OC/C=C/c1ccccc1	-5&1
CCSc1ccccc1C(=O)NCCn1ccc(C(F)(F)F)n1	-16
O=C(Cn1nc(-c2cccs2)c2sc(N3CCOCC3)nc2c1=O)NCc1ccco1	-18&-3
CCOc1ccc(OCC(=O)Nc2cc(C)nn2-c2nc3ccccc3s2)cc1	-12
Cc1[nH]nc2c1C(=NO)CCC2	-9
NC(=O)c1ccc(NC(=O)CCCSc2ccc(NC(=O)C3CC3)nn2)cc1	-5
Cc1nnc(NC(=O)CCc2csc(NS(=O)(=O)c3ccccc3)n2)s1	-19
COc1ccc(NC=CC(=O)c2ccc(C)cc2)c([N+](=O)[O-])c1	4
COc1ccc(C(=O)/C=C/c2ccc(C)cc2)c(OC(=O)N2CCOCC2)c1	10
COc1ccc(OC)c(S(=O)(=O)NCC2(c3cccs3)CC2)c1	-13
CS(=O)(=O)N1CCN(c2ccc(-c3ccc(Cl)cc3)nn2)CC1	-24&-4
CC(=O)Nc1cccc(NC(=O)CSc2nnc(CNC(=O)c3ccc(C(C)(C)C)cc3)o2)c1	6
Cc1cc(C)c2sc(N3CCN(C(=O)C4CCCCC4)CC3)nc2c1	-14
CCCCC(=O)NN=C(C)CC(=O)Nc1cc(Cl)ccc1OC	0
COCCc1noc(C2CCN(C(=O)C(C)Oc3ccccc3)CC2)n1 (configuration not stated)	-3
CCOc1ncc(NS(=O)(=O)c2ccc(OC(F)(F)F)cc2)c(N(C)C)n1	6
CSc1cccc(C(=O)Nc2cccc3ccccc23)c1	1
CCOC(=O)c1c(SCC(=O)NCCc2ccc(OC)c(OC)c2)nc(=O)[nH]c1C	-8
CCN(CC)C(=O)Cn1c(=O)n(-c2ccc(OC)cc2OC)c(=O)c2c(C)c(C(=O)N(CC)CC)sc21	-11
Cn1nc(C(=O)Nc2ccc(S(N)(=O)=O)cc2)ccc1=O	5
Cc1cc(C)n(-c2nc(CCNS(=O)(=O)Cc3cccc(F)c3)cs2)n1	-1
Cc1ccccc1C=NNC(=O)c1cccnc1	4
O=C(CSc1nnc2ccc(-c3cccnc3)nn12)Nc1ccc(F)c(F)c1	-4
O=C(O)c1cccc(Cn2c(Cl)c(C=NNC(=O)c3ccccc3)sc2=O)c1	-5
CCC(C(=O)Nc1cc(-c2cn3nc(OC)ccc3n2)ccc1F)c1ccccc1 (configuration not stated)	1
CC(C)c1ccc(NC(=O)c2ccc(F)c(S(=O)(=O)NCc3ccc4c(c3)OCO4)c2)cc1	11
COc1ccc(NC(=O)CSc2nnc(CNC(=O)c3ccc(S(=O)(=O)N4CCOCC4)cc3)n2-c2cccc(C(F)(F)F)c2)cc1	2
COc1ccccc1NC(=O)CSc1ncnc2ccccc12	4
CC(C)=CCCC(C)(O[C@@H]1O[C@H](CO[C@@H]2O[C@H](CO)[C@@H](O)[C@H](O)[C@H]2O)[C@@H](O)[C@H](O)[C@H]1O)C1CC[C@]2(C)C1C(=O)CC1[C@@]3(C)CC[C@H](O[C@H]4O[C@@H](CO)[C@H](O)[C@@H](O)[C@@H]4O)C(C)(C)C3CC[C@]12C (some centres not stated)	-14
COc1ccccc1C1(CNC(=O)C(=O)Nc2ccccc2C#N)CCOCC1	-5
COc1ccc(C(=O)NN=C(C)c2ccc(NC(=O)Cc3ccccc3)cc2)c(OC)c1	-9
CCOC(=O)c1sc(=NC(=O)/C=C/c2cc(OC)c(OC)c(OC)c2)n(C)c1C	-6
O=C(Nc1ccc2c(c1)OCCO2)c1cc2cccnc2n(Cc2ccc(F)cc2)c1=O	0
Cc1ccc(Cn2c(=O)c3ccccc3n3c(CCC(=O)N4CCN(c5ccccc5F)CC4)nnc23)cc1	1
O=C(Nc1nnc(C2CCCO2)o1)C1CCCN(S(=O)(=O)c2ccc(Cl)s2)C1 (configuration not stated)	22
Cc1cn(C(=O)c2ccccc2)c2c(c1=O)c(=O)n(C)c(=O)n2C	-5
O=C(CSc1c(-c2ccccc2)[nH]c2ccccc12)N1CCc2ccccc21	-20&-7
O=C(c1cccs1)N1CCc2ccc(NS(=O)(=O)Cc3ccccc3F)cc21	10
CC(=O)N1CCCc2ccc(N)cc21	-1
CC(C)c1ccc(Cc2nnc(NN3CCOCC3)[nH]c2=O)cc1	0
O=C(CCc1nnc2c3cc(-c4ccccc4)nn3ccn12)N1CCOCC1	1
C[C@H](NC(=O)c1ccco1)c1nc2ccccc2n1CC(=O)N1CCCCC1	-11

Grouped by structure, the entries above with a nitro group on carbon
SMILES	PriA SSB inh
O=[N+]([O-])c1ccc(COc2ccccc2C=NO)cc1	-17
CS(=O)(=O)N1CCCc2cc(NC(=O)c3cc([N+](=O)[O-])ccc3Cl)ccc21	18
COc1ccc(NC=CC(=O)c2ccc(C)cc2)c([N+](=O)[O-])c1	4
